# Screens as filed in PubChem.
# RAD54 branch – blocks human RAD54 Holliday junction branch migration | AID 602329 | FAM/BHQ fluorescence | inhibition, % at 10.4 µM | hit rate 0.14% among 360,000 | Q92698;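 active = mean normalized replicate activity at least 40 and at least half of replicates scoring 40 or more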;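 also: 0% = median of neutral control wells and 100% = median of positive control wells; inhibitors cause a drop in the FAM fluorescence signal; in these data hits start at about 50%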
# E-selectin induc – induces E-selectin expression in human endothelial cells; activation, % at 7.58 µM; hit rate 0.37% among 260,000; HUVEC E-selectin immunofluorescence imaging; normalized: neutral wells 0, TNF-alpha wells 100; P16581;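 active = mean E-selectin-positive cell signal at least 10% of the positive control, reached in at least 60% of replicates, without over 20% cell loss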;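 also: in these data hits start at about 27%; measured in HUVEC primary endothelial cells; signal is the percent of cells scored E-selectin positive by PE staining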
# Target sequence (P16581 whole entry, looked up): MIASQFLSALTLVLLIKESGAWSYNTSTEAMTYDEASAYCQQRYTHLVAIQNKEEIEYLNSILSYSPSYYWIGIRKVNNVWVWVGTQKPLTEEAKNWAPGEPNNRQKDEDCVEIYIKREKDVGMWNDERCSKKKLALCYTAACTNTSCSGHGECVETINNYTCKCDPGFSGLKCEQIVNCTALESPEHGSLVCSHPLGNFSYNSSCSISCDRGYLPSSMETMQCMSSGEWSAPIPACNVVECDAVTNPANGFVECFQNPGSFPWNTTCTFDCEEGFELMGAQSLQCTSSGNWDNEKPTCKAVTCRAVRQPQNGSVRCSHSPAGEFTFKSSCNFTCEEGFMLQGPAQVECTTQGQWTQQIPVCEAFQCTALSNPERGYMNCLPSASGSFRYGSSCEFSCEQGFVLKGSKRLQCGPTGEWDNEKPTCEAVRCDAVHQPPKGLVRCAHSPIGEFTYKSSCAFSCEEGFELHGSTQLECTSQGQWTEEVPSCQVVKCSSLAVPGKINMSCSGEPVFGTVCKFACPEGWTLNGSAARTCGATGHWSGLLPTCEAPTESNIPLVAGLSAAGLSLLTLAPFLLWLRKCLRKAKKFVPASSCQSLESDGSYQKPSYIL
#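 material = human umbilical vein endothelial cells (HUVEC), E-selectin induction | quantity = 3,000 cells/well | medium = EGM-2 growth medium on 0.1% gelatin-coated wells | technique = immunofluorescence imaging | read-out basis = % PE-positive cells | control set = TNF-alpha positive control, DMSO neutral control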
# esBAF inh – SWI/SNF esBAF complex inhibition; mouse ES cells, Bmi1-luciferase knock-in reporter, 24 h; 100% = twice the neutral-well signal; reporter increase, % at 12.5 µM; AID 602393; hit rate 2% among 350,000; in the data active = activation above about 40%;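 also: 0% = median of the plate's neutral control wells and 100% = double that signal; a rise in the Bmi1 reporter signal indicates esBAF inhibition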
# Xi reactivation – X-chromosome reactivation activator; XiGFP mouse fibroblasts, % GFP-positive cells imaging, 3 d; cells co-treated with 5-aza-dC sensitizer; scaled so ellipticine positive control = 100%; hit rate 0.055% among 360,000; AID 743238; activation, % at 7.58 µM;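 active = mean normalized replicate activation at least 10% and every replicate at or above 10%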;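 also: 0% = median of on-plate neutral control wells and 100% = ellipticine 6 µM median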
#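 material = 68-5-11 XiGFP fibroblast line | medium = DMEM plus 5-aza-dC sensitizer | schedule = 3 days compound exposure | benchmarks = positive control ellipticine, 6 µM final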
# FN deposit inh – fibronectin deposition inhibition | AH1F fibroblasts, Alexa488-fibronectin deposition fluorescence, overnight | inhibition, % at 12.6 µM | hit rate 0.086% among 350,000;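 active = mean inhibition across replicates of 30% or more, regardless of how many single replicates reach that level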;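 also: positive control wells lacked labelled fibronectin entirely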
#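 Schedule: 1 h cell adhesion before compound, then overnight fibronectin incubation; test system: AH1F fibroblast monolayer depositing Alexa488-labelled fibronectin into matrix; quantity: 10000 AH1F cells per well; probe or stimulus: fluorescent fibronectin at 24 nM final; signal: fluorescence, ex 485 nm, em 525 nm; evaluation: percent inhibition as loss of matrix-bound fibronectin fluorescence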
# RAD52 anneal inh – inhibitors of human RAD52 DNA annealing | hit rate 0.46% among 360,000 | inhibition, % at 18.7 µM | recombinant RAD52 DNA annealing, FRET fluorescence;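 active = every replicate showing at least 50% inhibition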
# Target sequence (P43351 whole entry, looked up): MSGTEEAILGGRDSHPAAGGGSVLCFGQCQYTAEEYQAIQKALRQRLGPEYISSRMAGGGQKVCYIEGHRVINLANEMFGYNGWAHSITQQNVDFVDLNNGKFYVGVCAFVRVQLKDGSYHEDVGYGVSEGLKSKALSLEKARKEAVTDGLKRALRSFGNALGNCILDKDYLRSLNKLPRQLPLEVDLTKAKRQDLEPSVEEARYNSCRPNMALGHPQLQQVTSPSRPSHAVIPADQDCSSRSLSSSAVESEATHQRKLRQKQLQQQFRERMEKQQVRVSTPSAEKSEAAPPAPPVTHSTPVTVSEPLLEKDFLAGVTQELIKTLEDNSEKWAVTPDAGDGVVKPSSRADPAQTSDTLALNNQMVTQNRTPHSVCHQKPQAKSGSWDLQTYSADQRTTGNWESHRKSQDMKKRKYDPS
# S100A4 MyoIIA – S100A4-myosin IIA interaction inhibition; S100A4/TAMRA-MyoIIA peptide fluorescence polarization; AID 652163; P26447; hit rate 0.14% among 360,000; inhibition, % at 10.7 µM;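 active = mean inhibition of at least 70% across replicates, with every replicate also reaching that level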
#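 incubation = readout 5 min after mixing, signal stable up to 60 min | system = S100A4 monomer protein | buffer or medium = HEPES pH 7.2 with CaCl2, KCl, NaCl, DTT, Triton | benchmarks = neutral control DMSO, positive control TFP | also added = fluorescent myosin IIA peptide, 5 nM | compound dosing = one concentration per compound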
# EWS-Fli inh – inhibitors of EWS/Fli oncoprotein transcriptional activity | A673 NR0B1-luciferase reporter, viability-normalised | inhibition, % at 12.6 µM | hit rate 0.67% among 350,000 | AID 651661;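 active = mean inhibition of at least 50% after viability correction, with every replicate also passing that limit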;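 also: firefly luciferase signal divided by Alamar Blue viability fluorescence both relative to DMSO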
# Starred values were filed as active, the others as inactive; x = not tested or not shown; & = joins results of further samples.
smiles,RAD54 branch,E-selectin induc,esBAF inh,Xi reactivation,FN deposit inh,RAD52 anneal inh,S100A4 MyoIIA,EWS-Fli inh
COc1cc(C(=O)NCC(=O)NCCCSc2ccccc2)cc(OC)c1OC,-2.5,-0.5,-3.4,0.0,-5.1,1.1,-3.1,1.0
CCN1C(=O)[C@@H]2Cc3c([nH]c4ccccc34)C(c3ccc(OC)cc3)N2C1=S (stereo partly specified),-3.9,x,0.3,x,x,-186.6,-3.0,x
Cc1ccc(S(=O)(=O)N2CCOCC2)cc1NC(=O)c1cc(-c2ccccn2)nc2ccccc12,-2.7,-0.3,-5.1,0.0,9.5,8.0,4.2,-1.5
Cc1noc(C)c1S(=O)(=O)N(C)C[C@H]1Oc2ccc(NS(=O)(=O)c3cccs3)cc2CC(=O)N([C@@H](C)CO)C[C@@H]1C,1.2,-0.5,4.6,-1.1,x,4.5,1.0,-12.0
CC(C)CC#Cc1cnc2c(c1)C(=O)N([C@H](C)CO)C[C@@H](C)[C@H](CN(C)S(C)(=O)=O)O2,5.0,-0.2,-9.8,-0.9,-7.8,16.3,95.3*,-3.0
C[C@@H](NC(=O)[C@H]1[C@H](CO)[C@H]2Cn3c(cccc3=O)[C@@H]1N2C(=O)C1CCCC1)c1ccccc1,-3.0,-0.1,-3.2,0.0,-15.0,-1.7,-4.7,4.0
COCCN(C(=O)COC(=O)CNC(=O)c1cccs1)c1c(N)n(Cc2ccccc2)c(=O)[nH]c1=O,x,-1.6,x,0.2,1.1,-4.4,-2.3,3.7
CCN(C(=O)CN1C(=O)/C(=C/c2ccccc2)SC1=S)C1CCS(=O)(=O)C1 (stereo unspecified),2.5,x,4.7,0.0,4.0,-11.4,-0.4,x
CC1(C)C(=O)Nc2ccccc2N1C(=O)COc1ccc(C#N)cc1,-10.9,-0.2,-7.8,-0.1,7.6,-18.4,-2.0,1.9
C[C@H](CO)N1C[C@H](C)[C@@H](CN(C)C(=O)Cc2ccccc2)Oc2cc(C3=CCCCC3)ccc2S1(=O)=O,1.7,0.3,5.7,-0.7,-0.5,1.8,14.7,14.6
Cc1cc(S(=O)(=O)c2cc3ccc(O)c(C)c3oc2=O)ccc1F,-18.5,69.9*,3.1,0.2,4.1,-22.5,-10.2,-7.8
O=C(NNc1nc2c(F)cc(F)cc2s1)c1ccccc1,x,x,x,0.0,x,7.0,-1.5,-8.4
C[C@H](CO)N1C[C@H](C)[C@H](CN(C)Cc2ccccn2)Oc2cc(C#CCN(C)C)ccc2S1(=O)=O,-14.4,0.0,0.3,-1.3,4.9,2.9,5.3,4.4
C[C@H]1CCCCO[C@@H](CN(C)C(=O)c2ccccc2)[C@@H](C)CN([C@@H](C)CO)C(=O)c2cc(NS(=O)(=O)c3ccccc3)ccc2O1,-3.2,x,5.2,0.2,-7.1,12.1,-9.7,2.0
CCc1cc(Cn2nc(-c3ccccc3)cc2C(=O)NCCOC)on1,-8.7,0.0,-1.1,0.2,5.0,-2.7,-3.9,13.5

# Further results
smiles,RAD54 branch,E-selectin induc,esBAF inh,Xi reactivation,FN deposit inh,RAD52 anneal inh,S100A4 MyoIIA,EWS-Fli inh
C/C(N)=C(/C#N)C(=O)CSc1nncn1-c1ccccc1,-2.8,0.0,-5.1,0.2,-3.6,-1.7,-2.0,3.0
COc1ccccc1NC(=O)Nc1cc(F)ccc1F,-4.5,0.8,19.3,0.1,-2.6,-27.9,7.3,-26.4
N#C[C@H]1N[C@H](CO)[C@@H]1c1ccc(/C=C/c2ccccc2)cc1,5.6&-2.6,0.8,28.4&36.6,-0.1,1.5,-8.1&-7.6,-1.0&-1.4,-87.2&-110.3
O=C(COC(=O)c1ccc(NS(=O)(=O)c2cccs2)cc1)NCC1CCCO1 (stereo unspecified),x,5.6,x,0.3,x,-11.4,-2.8,1.2
Cn1c(=O)oc2cc(S(=O)(=O)N3CCCC(C(=O)NCCN4CCOCC4)C3)ccc21 (stereo unspecified),-5.5,-0.4,-8.3,0.1,-15.2,-3.6,1.3,-5.0
CC(=O)c1ccc(COC(=O)Cc2ccc([N+](=O)[O-])cc2)cc1,3.5,x,-7.7,0.5,9.5,-15.2,-7.7,-8.7
O=C(CSCc1ccccc1)Nc1ccccc1,0.9,x,34.4,0.0,-3.1,-15.2,4.4,-60.2
c1cncc(-c2nc(NCc3cccs3)c3ccccc3n2)c1,x,0.4,x,0.0,-2.4,-19.3,0.8,15.4
O=C(O)/C(CC(=O)c1ccc(Cl)cc1)=N/Nc1ccc([N+](=O)[O-])cc1[N+](=O)[O-],-5.6,x,-9.7,0.0,-2.8,-17.4,3.7,7.3
Cc1ccc2nc(C)cc(Nc3ccc([N+](=O)[O-])cc3)c2c1,x,x,x,0.0,-0.3,-31.2,-0.6,40.2
CCCC[C@@H]1CCCO[C@@](C(=O)NCc2ccccn2)(C(F)(F)F)C1,-5.6,-0.3,0.2,0.1,2.5,7.3,-2.0,0.8
COc1ccc(N=c2cc(-c3ccc(O)cc3)oc3ccccc23)cc1,x,x,x,0.1,2.1,-11.2,-2.4,7.8
CCC(C)c1ccccc1N1CC(C(=O)NCCCn2nc(C)cc2C)CC1=O (stereo unspecified),-12.2,-1.9,4.8,1.1,-0.6,-7.8,-1.0,-1.7
C[C@H](NC(=O)C[C@H]1C[C@@H]2c3cc(NC(=O)C4CCOCC4)ccc3O[C@@H]2[C@H](CO)O1)c1ccccc1,5.5,0.5,-5.3,0.2,x,-6.2,-6.3,-4.6
O=C(NC1CCN(C(=O)Nc2ccccc2Cl)CC1)c1ccco1,-0.5,x,0.2,0.0,-7.2,-8.9,3.8,5.1

# An excerpt from above, showing only EWS-Fli inh.
SMILES | EWS-Fli inh
O=C(O)/C(CC(=O)c1ccc(Cl)cc1)=N/Nc1ccc([N+](=O)[O-])cc1[N+](=O)[O-] | 7.3
O=C(CSCc1ccccc1)Nc1ccccc1 | -60.2
O=C(NC1CCN(C(=O)Nc2ccccc2Cl)CC1)c1ccco1 | 5.1

# Exported with each value named: entries from further up
COc1ccc(N=c2cc(-c3ccc(O)cc3)oc3ccccc23)cc1
  RAD54 branch: x | E-selectin induc: x | esBAF inh: x | Xi reactivation: 0.1 | FN deposit inh: 2.1 | RAD52 anneal inh: -11.2 | S100A4 MyoIIA: -2.4 | EWS-Fli inh: 7.8
CCC(C)c1ccccc1N1CC(C(=O)NCCCn2nc(C)cc2C)CC1=O (stereo unspecified)
  RAD54 branch: -12.2 | E-selectin induc: -1.9 | esBAF inh: 4.8 | Xi reactivation: 1.1 | FN deposit inh: -0.6 | RAD52 anneal inh: -7.8 | S100A4 MyoIIA: -1.0 | EWS-Fli inh: -1.7
C[C@H](NC(=O)C[C@H]1C[C@@H]2c3cc(NC(=O)C4CCOCC4)ccc3O[C@@H]2[C@H](CO)O1)c1ccccc1
  RAD54 branch: 5.5 | E-selectin induc: 0.5 | esBAF inh: -5.3 | Xi reactivation: 0.2 | FN deposit inh: x | RAD52 anneal inh: -6.2 | S100A4 MyoIIA: -6.3 | EWS-Fli inh: -4.6

# Continuation:
smiles,RAD54 branch,E-selectin induc,esBAF inh,Xi reactivation,FN deposit inh,RAD52 anneal inh,S100A4 MyoIIA,EWS-Fli inh
COc1cccc(-c2nc(CS(=O)(=O)CC(=O)Nc3ccc(C(C)=O)cc3)c(C)o2)c1,-8.3,0.0,-5.4,0.1,-3.6,-39.5,8.7,x
CCCCNC(=O)c1cc2ccccc2s1,x,x,x,0.0,20.1,-4.1,-0.5,-42.3
CCOc1ccc(NC(=O)c2cc3c(=O)n(C)c4ccccc4c3n2C)cc1,-5.2,0.1,-4.4,0.0,9.1,-11.4,-0.9,-8.6
O=C1C(=O)N(CCCn2ccnc2)C(c2cccc(Br)c2)/C1=C(\O)c1ccc2c(c1)OCCO2 (stereo unspecified),5.4,x,11.1,0.1,22.7,-6.1,-8.7,3.1
O=C1NC[C@H](Cc2ccc(O)cc2)N(C[C@@H]2CCCN2C[C@H](Cc2ccccc2)N2C[C@H](Cc3ccccc3)N(CCc3ccccc3)C(=O)C2=O)C1=O,x,x,x,0.0,-4.0,-3.9,-11.7,-0.9
Cc1cccc(-c2ccc([C@@H]3[C@H]4CN(C(=O)Cc5ccccn5)CC(=O)N4[C@H]3CO)cc2)c1,x,2.6,x,0.0,x,-14.9,0.8,8.1
Cc1cc(C)c2nc(Cl)c(Cl)nc2c1,4.2,3.2,1.8,0.0,3.0,-8.4,-7.8,4.8
O=C(C[C@@H]1CC[C@@H]2[C@H](COC[C@H](O)CN2CC2CCCCC2)O1)NCc1ccc(F)cc1,-5.6,0.1,15.2,0.1,-3.2,3.5,-5.6,1.3
CC(NC(=O)C1CCC(CNS(=O)(=O)c2ccccc2)CC1)c1ccccc1 (stereo unspecified),-5.5,0.0,7.3,0.0,3.5,-4.7,-5.6,1.0
Clc1ccc2c(c1)Nc1ccccc1CC2,8.8,x,x,0.0,-0.3,-6.7,2.8,-9.0
CO[C@@H]1CN(C)C(=O)c2ccc(NC(=O)c3ccccc3F)cc2OC[C@H](C)N(C)C[C@H]1C,-4.3,-0.3,1.3,0.3,-0.5,x,x,-0.5
O=C(NC[C@H]1N[C@H](CO)[C@@H]1c1ccc(C2=CCCCC2)cc1)c1ccccc1,-2.1,0.3,-5.1,0.9,-3.0,x,x,10.2
CC(=O)Nc1ccc(NC(=O)CSc2ccc3nnc(-c4cccnc4)n3n2)cc1,12.8,0.0,-3.8,0.0,13.6,-11.1,1.2,x
O=C(C[C@@H]1CC[C@H](NC(=O)Nc2cc(F)ccc2F)[C@H](CO)O1)NCc1ccncn1,0.7,-0.3,4.9,0.2,7.0,-8.1,6.1,3.7
CCc1nc(C)cc2c1sc1ccccc12,-8.0,x,x,1.2,8.3,-11.1,-2.4,9.9

# The listing continues:
smiles,RAD54 branch,E-selectin induc,esBAF inh,Xi reactivation,FN deposit inh,RAD52 anneal inh,S100A4 MyoIIA,EWS-Fli inh
O=C(c1c(F)cccc1F)N1CCN=C1SCc1ccccc1,x,-0.1,-26.7,0.1,9.0,-9.5,-4.6,0.7
C[C@H](CO)N1C[C@H](C)[C@@H](CN(C)Cc2ccccc2C(=O)O)OCc2cn(nn2)CCCC1=O,2.1,0.1,-8.0,-0.3,4.5,0.7,1.7,0.0
CCC1CCCCN1C(=O)c1c[nH]c2ccc(S(=O)(=O)N(C)c3ccc(Cl)cc3)cc2c1=O (stereo unspecified),3.9,x,-3.5,x,x,-12.4,-11.3,x
CCOc1ccccc1NC(=O)C(OC(=O)c1ccc(N(C)C)cc1)c1ccccc1 (stereo unspecified),8.2,-0.1,1.3,0.2,3.0,x,x,x
CC(=O)COc1ncnc2c(Cl)cc(Cl)cc12,x,4.8,x,0.0,2.8,-10.3,1.8,4.0
COCc1cn(CC[C@@H]2CC[C@H](NC(=O)Nc3ccc(C(F)(F)F)cc3)[C@@H](CO)O2)nn1,0.1,-0.5,-3.5,-0.2,4.5,6.4,-1.0,x
C[C@H]1CN([C@@H](C)CO)C(=O)c2cc(-c3cccc(F)c3)cnc2O[C@H]1CN(C)CC1CCOCC1,3.5,-0.3,-1.9,0.0,x,1.9,-5.6,-21.4
